Bioassay records: PubChem, several laboratories
TcdB GH inh – blocks C. difficile toxin B glycohydrolase activity; P18177; TcdB glycohydrolase enzymatic assay, plate reader; inhibition, % at 9.99 µM; 0.24% of 350,000 active; AID 652162; in the data active = inhibition above about 10%
PrPC TRFRET – reduces human prion protein on the cell surface. 0.43% of 370,000 active. inhibition, % at 13.8 µM. AID 720596. P04156. cell surface PrPC, TR-FRET read-out; in the data active = inhibition above about 24%; also: 0% = median of the test wells and 100% = reference compound wells
BH1578 lux ind – induces V. cholerae light production without autoinducers. V. cholerae BH1578 lux reporter, luminescence, 6 h. activation, % at 18.7 µM. 0.16% of 350,000 active; in the data active = activation mostly above about 9.7%, no sharp cut-off; also: not every result past the cut was called active; inactives centre near 0; reference of the scale not given here
DUSP3 inh – inhibitors of human VHR1 phosphatase (DUSP3). 0.52% of 290,000 active. P51452. recombinant VHR phosphatase, pNPP absorbance. inhibition, % at 13.3 µM; in the data active = inhibition above about 50%; also: some compounds called inactive have numbers as strong as hits
Target sequence (P51452 whole entry, looked up): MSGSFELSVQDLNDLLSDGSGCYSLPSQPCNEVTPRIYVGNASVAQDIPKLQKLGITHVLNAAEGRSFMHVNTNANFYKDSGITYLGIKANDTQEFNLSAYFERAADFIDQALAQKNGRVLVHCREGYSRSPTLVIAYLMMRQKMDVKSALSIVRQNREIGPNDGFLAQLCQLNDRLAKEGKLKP
CCHF vOTU inh – CCHFV vOTU protease inhibition; Pep-AMC fluorescence; inhibition, % at 11.5 µM; 0.55% of 370,000 active; in the data active = inhibition above about 30%; also: 0% = vehicle wells with enzyme and 100% = no enzyme wells
Y pestis TopoI – inhibitors of Yersinia pestis topoisomerase I; 0.064% of 360,000 active; Y. pestis Topo-I cleavage product accumulation, plate reader; AID 504884; activity, % at 10 µM; in the data active = activity above about 50%, passing the limit was not always enough; also: inactives centre near 2
MazF activator – increases E. coli MazEF RNase cleavage of RNA; P0AE70; FAM/BHQ RNA-DNA oligo cleavage fluorescence, 5 h; activation, % at 20 µM; 0.32% of 350,000 active; in the data active = activation above about 50%
Target sequence (P0AE70 whole entry, looked up): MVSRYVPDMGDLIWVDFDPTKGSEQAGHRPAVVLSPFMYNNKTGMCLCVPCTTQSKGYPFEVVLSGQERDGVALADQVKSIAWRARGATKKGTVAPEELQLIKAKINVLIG
Rv3671c inh – inhibits the M. tuberculosis serine protease Rv3671c; 0.048% of 320,000 active; AID 2606; inhibition, % at 5.96 µM; P9WHR9; in the data active = inhibition above about 38%;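 also: extracellular domain of Rv3671c used as enzyme; 0% = enzyme with DMSO and 100% = no enzyme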
Target sequence (P9WHR9 whole entry, looked up, the tested form may be a part): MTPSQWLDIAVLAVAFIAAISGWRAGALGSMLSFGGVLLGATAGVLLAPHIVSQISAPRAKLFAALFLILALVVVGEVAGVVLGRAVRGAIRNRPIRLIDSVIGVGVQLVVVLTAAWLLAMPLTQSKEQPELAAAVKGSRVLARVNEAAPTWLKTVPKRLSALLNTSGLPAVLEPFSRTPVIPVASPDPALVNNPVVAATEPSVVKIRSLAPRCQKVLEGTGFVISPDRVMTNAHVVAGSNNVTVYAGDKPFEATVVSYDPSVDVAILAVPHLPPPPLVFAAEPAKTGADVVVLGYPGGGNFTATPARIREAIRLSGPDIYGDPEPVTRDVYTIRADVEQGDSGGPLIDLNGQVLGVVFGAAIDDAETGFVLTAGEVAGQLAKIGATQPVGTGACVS
PriA SSB inh – inhibitors of Klebsiella pneumoniae PriA binding to SSB C-terminal tail | AID 1272365 | inhibition, % at 33 µM | AlphaScreen SSBct-PriA binding, biotinylated peptide | 0.6% of 430,000 active; in the data active = inhibition mostly above about 37%, no sharp cut-off; inactive = mostly below about 20%;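 also: plate controls were negative control peptide for no effect and reference peptide for full effect; strong numbers were not always called active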
3CLpro inhibitor – SARS-CoV 3CLpro protease inhibition; AID 1706; inhibition, % at 6 µM; 0.14% of 290,000 active; recombinant SARS-CoV 3CLpro, quenched FRET peptide cleavage; in the data active = inhibition above about 12%
The depositor's hits bear a star; i = inactive; nt = no result given; & = joins results of further samples. Not all compounds are listed; rates above refer to the full screens.

SMILES	TcdB GH inh	PrPC TRFRET	BH1578 lux ind	DUSP3 inh	CCHF vOTU inh	Y pestis TopoI	MazF activator	Rv3671c inh	PriA SSB inh	3CLpro inhibitor
O=C1CCCN1C(=O)c1cncc(Br)c1	nt	-4	-0.7	-12	3	3	4	4	-7	0
COC(=O)NNC(=O)c1cccc(C)c1	1.0	nt	-0.2	8	nt	1	-3	-4	5	3
O=C(NNc1nc2ccccc2s1)C1CC1	nt	-7	1.1	20	-11	2	2	-5	-7	2
C=CCc1ccc(OCCCCOc2ccc(C(=O)O)cc2)c(OC)c1	0.4	-3	i	18	-4	9	3	-1	-14	-1
Cc1ccc(Cn2c(C)c3cnn(CC(=O)NCCN4CCOCC4)c(=O)c3c2C)cc1	0.4	-4	i	nt	2	5	2	nt	5	nt
Cc1nnc2sc(-c3ccc(N(C)C)cc3)nn2c1=O	0.8	-41	1.4	27	2	0	12	nt	4	-1
Cc1ccc(C)c(NC(=S)NCc2ccc3[nH]c4c(c3c2)CCCC4)c1	1.3	-3	-0.2	-4	17	-2	0	4	9	2
N=C1C(=O)OCC1c1ccccc1NC(=O)CN1CCOCC1 (configuration not stated)	nt	-8	-1.4	-11	-14	6	-1	-2	-8	0
CCCCN(C)CCCNC(=O)c1cn(C)c2ccc(S(=O)(=O)N(C)C3CCCCC3)cc2c1=O	1.2	-5	i	43	11	18	6	2	-16	-6
CCCNC(=O)CN1C(=O)NC(c2ccccc2)(c2ccccc2)C1=O	-0.7	-1	-0.3	40	9	0	5	-1	-14	-4
CCC(=O)OC1(c2ccccc2)C(C)CN(C)CC1C (configuration not stated)	1.1	-5	i	21	-12	5	15	1	7	-2
O=c1cc(-c2ccccc2)[nH]n1-c1nc2ccccc2[nH]1	nt	-7	-0.6	11	9	-12	-1	5	69*	-3
CCOc1ccc(Nc2nc3c(c(=O)[nH]2)CCC3)cc1	nt	1	13	26	18	5	-2	2	-5	0
C=CCOc1ccc(C=Nc2ccc(Cl)cc2)c(O)c1	nt	2	-0.3	21	-6	-6	1	5	-15	2
O=C(Cc1csc(Nc2nc(=S)[nH]c3ccccc23)n1)NCc1ccc(Cl)cc1	0.9	nt	i	29	nt	-7	-24	2	-27	11
O=C(CNC1=NCCC1)c1ccc2c(c1)OCCO2	nt	2	i	-2	9	1	1	-4	-7	-2
O=C(N/N=C/c1ccco1)c1cc(-c2ccc(Cl)s2)[nH]n1	-1.1	1	i	7	-9	3	10	-14	nt	1
COc1cc(C)cc(C(=O)C=Cc2ccccc2)c1O	0.7	3	3.2	nt	-17	13	8	nt	-14	nt
CCCC(=O)N(Cc1cc(=O)[nH]c2ccccc12)c1ccccc1C	1.2	13	0.6	20	11	7	6	3	-9	1
O=[N+]([O-])c1ccccc1S(=O)(=O)NCCSc1ccccc1	1.4	0	-0.2	43	2	2	8	4	12	-2
O=C(CN1CC[C@@]2(O)CCCC[C@H]2[C@@H]1c1ccc(F)cc1)NCc1ccco1	0.7	2	i	9	-3	1	-14	2	-2	3
CCOc1ccc(NC(=S)N(CCOC)C2CCN(C(C)C)CC2)cc1	0.8	-2	i	40	1	3	4	18	-7	-3
Cc1cccc(OCc2nc(C#N)c(NCc3ccc4c(c3)OCO4)o2)c1	nt	8	i	-14	24	37	1	-25	1	6
Cc1ccc(C)c(-n2nnnc2SCC(=O)Nc2c(C)n(C)n(-c3ccccc3)c2=O)c1	nt	5	nt	14	-6	8	3	-7	-5	-4
Brc1cccc(-c2nnc3sc(CN4CCC5(CC4)OCCO5)cn23)c1	2.5	-9	2.5	19	-4	-6	-2	0	-10	-2
CCOc1ccc(S(=O)(=O)N2CCC(C(=O)NCc3ccccc3CN3CCCC3)CC2)cc1	0.0	1	i	nt	-9	5	5	4	-2	nt
Cc1nn(CC(=O)NC2C(=O)N3C(C(=O)O)=C(CSc4nnnn4C)CSC23)cc1Br (configuration not stated)	0.8	-7	i	7	14	-3	5	1	1	6
Cc1cc(C(=O)CN2C(=O)c3cccc(N)c3C2=O)c(C)n1Cc1cccs1	nt	-10	i	19	5	10	-1	-21	-5	2
O=C(CCc1nc2ccccc2c(=O)[nH]1)Nc1ccc(F)cc1	1.0	3	-0.1	2	-1	7	2	-7	-8	-1
CC1=C(C(=O)Nc2ccccc2)C(c2ccc(C(C)C)cc2)N2C(=O)CSC2=N1 (configuration not stated)	-0.6	12	i	13	-5	22	-3	-13	-18	3
N#CC1(NC(=O)CN2c3cccc4cccc(c34)S2(=O)=O)CCCCC1	0.6	-1	i	nt	-16	7	-13	4	-3	nt
CC(C)CNC(=S)NC(=O)c1ccc(Cl)cc1	nt	8	-0.4	-2	7	11	2	0	-24	1
Cc1ccc(-c2noc(C3CCCN(C(=O)c4cccc(F)c4)C3)n2)cc1 (configuration not stated)	0.3	3	1.2	-24	2	8	1	-2	-24	-1
CC1CN(C(=O)COC(=O)/C=C/c2ccc(C(F)(F)F)cc2)CC(C)O1 (configuration not stated)	-3.8	2	-4.2	nt	14	-13	7	-5	3	nt
CC(C)(C)NC(=O)c1nc2nc(-c3ccccc3)cc(C(F)(F)F)n2n1	nt	-4	-0.1	5	-28	-3	9	6	-5	-2
Cc1cccc(N2CN(Cc3ccco3)CNC2=S)c1C	nt	6	0.1	-5	5	-6	-10	3	-4	3
O=C(Nc1nnc(C2=COCCO2)o1)c1cccc(F)c1	0.2	-5	-0.1	-9	19	-18	-6	-1	-7	-5
CCOC(=O)C1(c2ccccc2)CCN(CCC(=O)Nc2ccc(F)cc2)CC1	0.8	-11	i	nt	22	18	1	1	-2	nt
CC(C)Cn1c(=O)c2c(nc3n2CCCN3CCc2ccccc2)n(C)c1=O	nt	9	0.3	46	13	24	9	-5	3	-8
CC1(C)C(N(O)C(=O)Nc2ccccc2)N(c2cccc(Cl)c2)C(=O)N1O (configuration not stated)	nt	2	i	15	3	-6	-1	1	-7	2
FC(F)(F)c1ccc(Oc2ccc3ccccc3c2Br)nc1	0.2	0	i	-8	-7	6	-16	-8	-63	-5
COc1ccc(C2=CC(=O)CCC2)cc1	nt	-11	2.9	nt	2	6	3	-1	2	nt
CCOCc1nnc(NC(=O)COc2ccc3c(c2)OCO3)s1	0.8	9	-9.4	22	-14	-6	-6	-9	-1	1
O=C(NNC(=O)c1ccncc1)Nc1ccc(Cl)cc1	-1.0	7	nt	nt	-5	-2	-2	nt	-4	nt
COCCn1c(CN2CCC(Cc3ccccc3)CC2)nc2c1c(=O)n(C)c(=O)n2C	nt	4	-0.6	7	-5	19	2	1	2	1
CCCCOc1ccc(C(=O)NCC(=O)N2CCN(C(=O)c3ccco3)CC2)cc1	1.4	4	5.3	nt	-9	11	1	3	6	nt
O=C(COC(=O)CNC(=O)c1ccccc1F)Nc1ccc2c(c1)OCO2	0.5	-1	i	nt	-5	4	3	11	-6	nt
C=CCn1c(SCC(=O)NC(=O)NC2CCCC2)nnc1C1CCCCC1	nt	1	i	1	-8	10	0	0	3	-1
CC(C)Cc1nnc(NC(=O)CCC(=O)N2CCN(c3ccccc3F)CC2)s1	1.8	0	-0.2	-2	-6	6	5	10	-13	1
C[C@]12CCC3C(CC[C@H]4C[C@H](O)[C@H](O)C[C@]34C)C1CC[C@@H]2O (some centres not stated)	-1.5	7	i	nt	6	-4	5	nt	-7	nt
CCCS(=O)(=O)c1c(S(=O)(=O)CCC)c2ccc(C(N)=O)cn2c1C(=O)c1ccc(F)cc1	0.2	-8	5.0	20	10	1	2	-1	9	-4
Cc1noc(C)c1C(=O)Nc1ccc(F)cc1F	nt	-4	i	-6	7	-10	-2	-8	-8	0
Cc1cc(=O)oc2c(C)c(OCC(=O)NCCc3ccc(S(N)(=O)=O)cc3)ccc12	-13	7	-0.2	47	17	0	-3	-1	-2	-5
O=C(NCc1nc2ccccc2[nH]1)C1=C[C@H](C2CCCCC2)C[C@H](OCc2ccc(CO)cc2)O1	-0.5&0.0	0	-0.6	28	12	28	-1	-18	13	0
COc1cccc(C2CC(c3ccc(Br)cc3)=NN2C(=O)c2ccncc2)c1OC (configuration not stated)	1.9	-13	-0.2	-10	-6	42	3	4	5&-1	4
NC(=O)COC(=O)c1ccc(Cl)c(S(=O)(=O)N2CCCCCC2)c1	1.8	1	-0.4	16	-10	-3	8	1	-12	-1
Clc1cccc(-c2ccc(/C=N/n3cnnc3)o2)c1	nt	-6	i	48	-4	7	5	-8	nt	5
CC(C(=O)NCCSCc1cccc(Cl)c1)N(c1ccccc1)S(C)(=O)=O (configuration not stated)	0.1	-3	-0.6	nt	5	1	-4	0	-5	-3
CN1CCC(=NNC(=O)C(=O)NCc2ccccc2)CC1	-1.7	10	-0.5	3	-2	6	-3	6	3	1
OC[C@H]1OC(O)[C@@H](O)[C@@H](O)[C@@H]1O (some centres not stated)	1.0	-1	-0.1	nt	-4	-5	8	10	0	nt

4 compounds picked at random from those above, as already listed:
SMILES	TcdB GH inh	PrPC TRFRET	BH1578 lux ind	DUSP3 inh	CCHF vOTU inh	Y pestis TopoI	MazF activator	Rv3671c inh	PriA SSB inh	3CLpro inhibitor
O=C(NNC(=O)c1ccncc1)Nc1ccc(Cl)cc1	-1.0	7	nt	nt	-5	-2	-2	nt	-4	nt
C[C@]12CCC3C(CC[C@H]4C[C@H](O)[C@H](O)C[C@]34C)C1CC[C@@H]2O (some centres not stated)	-1.5	7	i	nt	6	-4	5	nt	-7	nt
FC(F)(F)c1ccc(Oc2ccc3ccccc3c2Br)nc1	0.2	0	i	-8	-7	6	-16	-8	-63	-5
O=C(COC(=O)CNC(=O)c1ccccc1F)Nc1ccc2c(c1)OCO2	0.5	-1	i	nt	-5	4	3	11	-6	nt

New compounds follow:
SMILES	TcdB GH inh	PrPC TRFRET	BH1578 lux ind	DUSP3 inh	CCHF vOTU inh	Y pestis TopoI	MazF activator	Rv3671c inh	PriA SSB inh	3CLpro inhibitor
CCN(CC)C(=O)Cc1c(O)c2ccccc2[nH]c1=O	1.1	-9	-3.7	17	12	-3	-3	19	2	-3
COc1cc2c(cc1OC)C(C)N(C(=O)c1cc3c(C)cc(C)cc3[nH]1)CC2 (configuration not stated)	-0.4	12	i	-4	18	27	1	-12	25	5
CC1=Nc2ccccc2N=C(NC(=O)CSC(=S)N2CCCCC2)C1c1ccccc1 (configuration not stated)	1.2	10	i	16	-12	15	0	-5	-1	4
Cn1c(=O)cc(OCCCC(=O)NCc2ccc3c(c2)OCO3)c2ccccc21	1.5	-2	-0.6	21	0	6	9	9	0	-3
Cc1occc1-c1nnc(SCC(=O)c2cc3ccccc3oc2=O)o1	nt	2	i	30	-12	0	5	4	-14	2
CCOc1ccc(C(=O)NCCNC(=O)c2ccc(OCC)cc2)cc1	1.1	3	i	26	10	-4	-1	-2	2	3
C[C@@H]1CN([C@@H](C)CO)C(=O)c2cccc(NC(=O)c3nc4ccccc4s3)c2O[C@@H]1CN(C)CC1CC1	0.3&0.6	-11	i	nt	-4	16	7	-2	-8	nt
O=C(N/C(=C\c1ccco1)C(=O)N1CCCC1)c1cccs1	nt	-5	-0.4	13	-3	-1	-2	0	-9	-4
CC(=O)c1c(C)nc2ccc([N+](=O)[O-])cc2c1-c1ccccc1	-3.3	-19	0.7	-35	5	-7	-1	6	6&12	7
O=C(NCC1OCCCN1S(=O)(=O)c1ccc(F)cc1)C(=O)NC1CCCC1 (configuration not stated)	0.9	-8	-0.6	6	-3	-9	-5	-4	-18	3
COc1ccccc1CNC(=O)c1n[nH]c2ccccc12	2.1	5	i	27	-13	-2	10	-4	-15	0
O=C(COC(=O)[C@@H]1CC(O)CN1S(=O)(=O)c1ccccc1[N+](=O)[O-])Nc1ccc2ccccc2c1 (some centres not stated)	nt	-8	0.6	2	-6	-6	2	-10	nt	0
Cc1cc(C(=O)NCCc2ccc(S(N)(=O)=O)cc2)c(C)o1	0.3	-4	i	14	4	-2	5	2	7	-5
COc1cc2c(cc1OC)CN(c1ncccc1[N+](=O)[O-])CC2	-0.1	-17	-0.5	-5	-14	12	9	5	28	0
O=[N+]([O-])c1ccc(CN2CC(N3CCC(Cc4ccccc4)CC3)CS2(=O)=O)cc1 (configuration not stated)	-0.5	0	i	nt	-2	37	7	nt	nt	nt
O=C1c2ccccc2N[C@@H]2C=CC[C@@H]2N1O	0.5	4	0.6	nt	-5	-13	5	nt	-5	nt
CCSc1nnc(C(N)Cc2ccccc2)o1 (configuration not stated)	nt	-4	i	7	4	8	-1	-8	6	-6
